Assay outcomes as filed in PubChem BioAssay.
BRCA1 expr up – increases BRCA1 expression; MCF7-BRCA1-FFLuc reporter, luminescence, 48 h; response scale: scaled: vehicle 0%, 10 µM genistein 100%; Potency, µM (titrated, usually from 46.1 µM), for inactives: at the highest dose activation, most hits filed as activators; actives 1.1% (n = 380,000); note: potency is the fitted concentration of half-maximal effect; nearly all actives have a fitted effect of over 80% in size; some results filed as inactive show a strong effect at the top dose
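Using MCF7 cells harboring a BRCA1 firefly luciferase reporter, plated 2 h before compound pinning, the screen measured luminescence after 48 h incubation. Responses were normalized to DMSO and 10 microM genistein, then fitted for concentration-effect.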
Rab9 promoter act – activates the Rab9 promoter; Huh7 Rab9 promoter-luciferase reporter, luminescence, 24 h; Potency, µM (top dose mostly 9.22 µM), inactives show top-dose activation, negative = inhibition, actives largely listed as activators; actives 2.8% (n = 320,000); AID 485297; note: potency is the fitted concentration of half-maximal effect; % of control where 0% means no effect; nearly all actives have a fitted effect of over 60% in size
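Luminescence from Amplite-detected luciferase (10 minutes, ambient) reports Rab9 promoter activation. Before that, stable Rab9-luciferase Huh7 cells (1500/well, reduced-serum OP-MEM I plus 10% FBS) were exposed to compound for 24 hours at 37C.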
NPC1 promoter act – activators of NPC1 promoter. Potency, µM (top dose mostly 9.22 µM), without a hit: at the highest dose activation, hits mostly activators. actives 2.4% (n = 320,000). Huh7 NPC1 promoter luciferase reporter, 24 h;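 note: potency is the fitted concentration of half-maximal effect; % of control where 0% means no effect; nearly all actives have a fitted effect of over 60% in size; reporter is driven by a mutant NPC1 promoter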
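Stable NPC1-promoter luciferase Huh7 line; cpd (DMSO) 24 h, 37 °C, 5% CO2; Amplite luciferase reagent 10 min RT; luminescence readout. qHTS format.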
Menin-MLL TR inh – inhibitors of human menin-MLL interaction, mutant MLL peptide; O00255; Menin + Texas Red MLL mutant peptide, fluorescence polarization; Potency, µM (highest dose often 61.6 µM), inactives show top-dose FP activity change, negative = inhibition, hits mostly inhibitors; actives 0.23% (n = 270,000); active = well fitted inhibition curve with a large enough effect in the polarisation, with a control signal flat, not every such curve was filed as active; inconclusive = small, poorly fitted or top-dose-only effect, or effect the other way, or a change in a side signal; inactive = no such curve, though single readings can be large or run the other way; the % refers to the polarisation; note: potency is the fitted concentration of half-maximal effect; % of control where 0% means no effect; many of its hits are not listed in these tables
RORg inh – ROR gamma (mouse) transcription inhibition | P51450 | Drosophila S2 Gal4-RORgamma UAS-luciferase reporter, 20 h | Potency, µM (highest dose often 53.6 µM), inactives show at the top dose activity change, negative = inhibition, most hits filed as inhibitors | actives 5.4% (n = 310,000) | AID 2551; note: potency is the fitted concentration of half-maximal effect; % is set by controls: 0 for no effect and ±100 for the full control effect; nearly all actives have a fitted effect of over 60% in size
Target sequence (P51450 whole entry, looked up, the tested form may be a part): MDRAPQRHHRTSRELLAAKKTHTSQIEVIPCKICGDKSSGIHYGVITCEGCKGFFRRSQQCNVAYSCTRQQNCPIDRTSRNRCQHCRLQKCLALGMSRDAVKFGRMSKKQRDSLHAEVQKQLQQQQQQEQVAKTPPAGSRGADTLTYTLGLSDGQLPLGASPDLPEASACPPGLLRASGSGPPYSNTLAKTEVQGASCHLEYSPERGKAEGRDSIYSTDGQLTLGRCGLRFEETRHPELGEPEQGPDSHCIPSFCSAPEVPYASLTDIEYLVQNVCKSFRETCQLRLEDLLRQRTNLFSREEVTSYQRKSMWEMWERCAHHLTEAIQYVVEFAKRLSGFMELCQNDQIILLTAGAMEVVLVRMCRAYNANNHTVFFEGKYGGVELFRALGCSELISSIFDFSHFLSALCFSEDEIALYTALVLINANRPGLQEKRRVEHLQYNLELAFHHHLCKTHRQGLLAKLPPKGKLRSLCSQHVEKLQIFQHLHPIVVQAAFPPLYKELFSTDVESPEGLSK
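ROR gamma transcriptional activity was tracked as Gal4-UAS luciferase output in stably transfected Drosophila Schneider cells, with compound added 1 hr before 700 uM copper sulfate induction and a 20 hr ambient-temperature incubation.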
FLuc counter – counter-screen for miR-21 project: firefly luciferase inhibitors or activators. P08659. actives 6.9% (n = 360,000). AID 588342. purified FLuc, Km substrates, luminescence inhibition. Potency, µM (series often up to 57.5 µM), inactives show at the highest dose activity change, negative = inhibition, usual class: inhibitors;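 note: potency is the fitted concentration of half-maximal effect; plate controls were vehicle for no effect and reference inhibitor for full effect; nearly all actives have a fitted effect of over 55% in size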
Target sequence (P08659 whole entry, looked up): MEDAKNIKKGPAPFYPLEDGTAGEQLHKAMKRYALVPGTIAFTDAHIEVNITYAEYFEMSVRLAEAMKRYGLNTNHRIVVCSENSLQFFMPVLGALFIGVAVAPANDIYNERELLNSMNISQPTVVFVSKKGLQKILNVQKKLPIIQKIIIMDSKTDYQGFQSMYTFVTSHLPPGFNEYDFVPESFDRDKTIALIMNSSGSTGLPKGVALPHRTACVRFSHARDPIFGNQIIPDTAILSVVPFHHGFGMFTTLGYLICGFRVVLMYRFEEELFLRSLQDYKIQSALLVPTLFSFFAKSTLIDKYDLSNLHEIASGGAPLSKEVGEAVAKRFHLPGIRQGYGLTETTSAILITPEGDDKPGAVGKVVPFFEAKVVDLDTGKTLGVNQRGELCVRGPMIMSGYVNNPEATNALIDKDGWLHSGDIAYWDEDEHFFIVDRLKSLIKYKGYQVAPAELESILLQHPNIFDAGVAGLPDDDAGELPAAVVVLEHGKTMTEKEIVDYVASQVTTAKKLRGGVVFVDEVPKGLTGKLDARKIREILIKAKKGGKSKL
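Purified P. pyralis luciferase (10nM final) with 10uM D-luciferin and 10uM ATP (Km levels) in 50mM Tris acetate pH 7.5, 10mM Mg acetate, 0.01% Tween-20, 0.05% BSA; qHTS 6-point titration, ~60 µM downward; luminescence read.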
p53 reactivator – re-activators of mutant p53. H1299 p53-A138V BP100-luciferase reporter, luminescence, 24 h. Potency, µM (top dose mostly 92.2 µM), for the others: at the top dose activity change, positive = activation, actives largely listed as activators. actives 0.063% (n = 320,000). AID 504706; note: potency is the fitted concentration of half-maximal effect; % of control where 0% means no effect; nearly all actives have a fitted effect of over 45% in size
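p53-null H1299 cells stably carrying temperature-sensitive p53-A138V and a BP100-luciferase reporter were pinned with compounds (4-point, 1:5 series) and held 24 hrs at 37 deg C. Luminescence was read 10 min after detection reagent.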
ELG1 genotox – induces genotoxicity in HEK293T cells with luciferase-tagged ELG1 | HEK293T ELG1-luciferase reporter, luminescence, 16 h | Potency, µM (top dose mostly 46 µM), inactives show at the highest dose activity change, positive = activation, most hits filed as activators | actives 1.3% (n = 330,000) | AID 504466; note: potency is the fitted concentration of half-maximal effect; % of control where 0% means no effect; nearly all actives have a fitted effect of over 60% in size
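HEK293T cells expressing luciferase-tagged ELG1 were exposed to compound or DMSO vehicle for 16 hr at 37 °C and 5% CO2. Luciferase activity was then measured with ONE-Glo after 30 min at room temperature.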
PKM2 activator – PKM2 (human) enzyme activation; purified PKM2, Kinase-Glo ATP luminescence, activation; response scale: 0% is enzyme alone, no compound; Potency, µM (series often up to 57.5 µM), without a hit: at the top dose activation, usual class: activators; actives 0.34% (n = 260,000); note: potency is the fitted concentration of half-maximal effect; % is set by controls: 0 for no effect and ±100 for the full control effect; nearly all actives have a fitted effect of over 55% in size
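Purified hPK-M2 (>95% pure) converted ADP (0.1 mM final) to ATP with 0.5 mM PEP in 50 mM imidazole pH7.2, KCl, MgCl2, Tween 20, BSA; 1 h at room temperature. ATP detected by Kinase-Glo luminescence.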
Giardia killer – Giardia lamblia killing. Giardia lamblia trophozoite viability. activity change, % at 7.66 µM, hits read low. actives 0.15% (n = 340,000). AID 540267; in the data active = activity change below about -80%; inconclusive = between about -30% and that limit;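 note: parasites exposed to compound for two days anaerobically before the ATP read; % is set by controls: 0 for no effect and ±100 for the full control effect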
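Luminescence from cellular ATP indicates surviving trophozoites (100 cells/well) following 48 hrs anaerobic compound treatment at 37 deg C; signal develops 15-30 min at room temperature.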
Gal4-VP16 FLuc – Gal4-VP16 reporter inhibition counter-screen | Drosophila S2 Gal4-VP16 UAS-luciferase, luminescence, 20 h | Potency, µM (titrated, usually from 53.6 µM), for inactives: at the highest dose activity, negative = inhibition, hits mostly inhibitors | actives 3.5% (n = 310,000) | AID 2546;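 note: Gal4-VP16 expression switched on by copper sulfate through the metallothionein promoter; potency is the fitted concentration of half-maximal effect; % is set by controls: 0 for no effect and ±100 for the full control effect; nearly all actives have a fitted effect of over 50% in size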
Starred values were filed as active, the others as inactive; ? = inconclusive; / = not tested or not shown; & = joins results of further samples; [ ] = dose if it differs, or a comment. Unless noted, calls come from the whole dose curve; as a rule, active = well fitted curve in the direction sought with a large enough effect; inconclusive = small, poorly fitted or top-dose-only effect, or another doubt; inactive = no such curve, though single readings can be large; an effect the other way counts as inactive or inconclusive.

Value order: BRCA1 expr up, Rab9 promoter act, NPC1 promoter act, Menin-MLL TR inh, RORg inh, FLuc counter, p53 reactivator, ELG1 genotox, PKM2 activator, Giardia killer, Gal4-VP16 FLuc
> CCCc1nc2ccccc2c(C(=O)OCc2nnc(-c3cc(OC)c(OC)c(OC)c3)o2)c1CC
 : -62%, -3%, -4%, 11%, -5%, 1%, -4%, -13%, -1%, -10, -9%
> C/C(=N\OCC(=O)Nn1c(=O)[nH]c2ccccc2c1=O)c1cccs1
 : -1%, -2%, 0%, 0%, 37%, -11%, 1%, -2%, 1%, 4, 4%
> COc1cccc(NC(=O)Nc2nnc(Cc3ccccc3F)s2)c1
 : -32%, -7%[1.84 µM], 1%, ?, -4%, 3%, -1%, 11%, /, 11, -16%
> O=C(Nc1ccc2nc(-c3ccco3)[nH]c2c1)c1ccco1
 : 109%, ?, ?, 2%, -11%, 7.6µM*, 6%, 16µM*, -15%, -26, -10%
> C=CCNC(=O)CN(Cc1ccccc1)S(=O)(=O)c1ccccc1
 : 2%, -2%, -6%, -17%, 2%, 1%, 24%, -3%, 0%[11.5 µM], 1, 1%
> CCC(c1nnnn1Cc1ccc2c(c1)OCO2)N1CCN(c2ccccc2)CC1 (configuration not stated)
 : -32%, 2%, -2%, 0%, -22%, 1%, -4%, 1%, 0%, 30, -2%
> CC(=O)c1ccccc1N(C(=O)c1ccco1)C(C(=O)NC1CCCC1)c1ccc(N2CCOCC2)cc1 (configuration not stated)
 : -19%, -5%, -3%, -2%, 14%, -1%, -3%, 0%, -13%, -15, 3%
> CC(C)CC(=O)Nc1ccccc1N1CCOCC1
 : 0%, 16%, 6%, ?, -2%, 0%, 11%, 0%, -14%, 10, -8%
> O=C(COC(=O)Cc1ccccc1[N+](=O)[O-])NCc1ccc(F)cc1
 : 18%, -2%, -3%, 14%, 29%, 1%, -5%, 2%, 7%, -15, -6%
> COC(=O)c1ccc(/C=N/NC(=O)C(=O)N2CCCCCC2)cc1
 : -6%, -7%, 0%, /, -16%, -1%, -6%, 0%, /, -1, -5%
> Cc1ccc(C(=O)C2CCN(S(=O)(=O)c3c(C)noc3C)CC2)cc1
 : -24%, -6%, 1%, /, 34%, 4%, -2%, -4%, 9%, 13, -1%
> CC(C)n1cc(C(=O)c2ccccc2O)cc(C#N)c1=O
 : 0%, -6%, 0%, -11%, 5%, -2%, -2%, 0%, -5%, -5, -15%
> COC(=O)[C@@H]1C[C@H]1[C@@H](NC(=O)c1ccccc1)c1ccccc1
 : 14%, -7%, -3%, 4%&-9%, -25%&-44%, 2%, 2%, -2%, -4%&0%, -12, 6%&1%
> O=S(=O)(c1ccccc1)N1CCCC1c1nc2ccccc2s1 (configuration not stated)
 : -11%, 3%, -2%, /, -3%, -3%, 6%, 6%, 0%, -4, 0%
> COc1cc(C)nc(N2CCCC(C(=O)Nc3ccccc3Br)C2)n1 (configuration not stated)
 : -15%, -5%, -3%, ?, -1%, 0%, -5%, -9%, -29%, -11, -3%

One compound at a time, as listed above. Screens in order: BRCA1 expr up | Rab9 promoter act | NPC1 promoter act | Menin-MLL TR inh | RORg inh | FLuc counter | p53 reactivator | ELG1 genotox | PKM2 activator | Giardia killer | Gal4-VP16 FLuc
COc1cccc(NC(=O)Nc2nnc(Cc3ccccc3F)s2)c1 in the list: -32% | -7%[1.84 µM] | 1% | ? | -4% | 3% | -1% | 11% | / | 11 | -16%
O=C(Nc1ccc2nc(-c3ccco3)[nH]c2c1)c1ccco1 in the list: 109% | ? | ? | 2% | -11% | 7.6µM* | 6% | 16µM* | -15% | -26 | -10%
COc1cc(C)nc(N2CCCC(C(=O)Nc3ccccc3Br)C2)n1 (configuration not stated) in the list: -15% | -5% | -3% | ? | -1% | 0% | -5% | -9% | -29% | -11 | -3%
Cc1ccc(C(=O)C2CCN(S(=O)(=O)c3c(C)noc3C)CC2)cc1 in the list: -24% | -6% | 1% | / | 34% | 4% | -2% | -4% | 9% | 13 | -1%

Going on with the list.
Value order: BRCA1 expr up, Rab9 promoter act, NPC1 promoter act, Menin-MLL TR inh, RORg inh, FLuc counter, p53 reactivator, ELG1 genotox, PKM2 activator, Giardia killer, Gal4-VP16 FLuc
> COc1ccc(S(=O)(=O)N2CCCN(CC(=O)Nc3ccc(OC)c(Cl)c3)CC2)cc1
 : -36%, 0%, 1%, /, ?, 1%, 1%, 2%, 20µM*, 12, -33%
> O=C(Nc1ccc(F)c([N+](=O)[O-])c1)c1ccc2c(c1)OCCO2
 : 70%, ?, 17%, ?, -2%, 6µM*, -1%, 10%, 4%, -25, -3%
> Cc1ccc(S(=O)(=O)c2nc(-c3ccccc3Cl)oc2N(C)C)cc1
 : -67%, -1%, -4%, /, ?, 15µM*, 16%, ?, 16%, -21, 6%
> Cc1ccc(Cl)cc1NC(=O)c1cc(NC(=O)CCCC(=O)O)ccc1N1CCCCC1
 : -3%, -5%, -4%, /, -11%, ?, 2%, 7%, -1%, -27, -13%
> COC(=O)c1ccc(Cn2cc(Cl)cn2)cc1
 : 18%, -1%, -1%, 4%, 1%[10 µM], 3%, 0%, 7%, 6%, -4, -8%
> COc1ccccc1NC(=S)NNC(=S)Nc1ccc(OC(F)F)cc1
 : 62%, 2%, -2%, 30%, 39%, ?, ?, 4%, 4%, -7, 29%
> Cc1cc(C)c(CN2CCN(C(=O)Cn3ccc(N)nc3=O)CC2)c(C)c1
 : 0%, -5%, -7%, /, /, 2%, -11%, 0%, /, 12, /
> CC(C)CC(=O)N1CCN(C(=O)c2ccc(-c3ccccc3)cc2)CC1
 : -6%, -1%, 12%, ?, ?, 3%, -25%, -9%, 0%[11.5 µM], -15, ?
> COc1ccc(-n2ncc3c(N4CCN(c5cc(C)ccc5C)CC4)ncnc32)cc1
 : 14%, 2%, 2%, -4%, 7%, 1%, 5%, 5%, 0%, 3, -1%
> CC(OC(=O)c1ccccc1C(=O)N(C)C1CCCCC1)C(=O)NC1(C#N)CCCCC1 (configuration not stated)
 : -18%, -1%, 0%, /, /, 2%, -3%, 1%, /, 17, /
> Cc1cccc2sc(N(CCN(C)C)C(=O)/C=C/c3cccs3)nc12
 : -61%, -3%, 1%, 18%, ?, 5%, ?, 3%, 3%, 13, ?
> COc1ccccc1NS(=O)(=O)c1cc(NC(=O)CCC2CCCC2)ccc1N1CCOCC1
 : -14%, 16%, 5%, 8%, -7%, 5%, 12%, 2%, 2%, 6, 2%
> O=C(CNC(=O)c1cn2ccccc2n1)Nc1ccc(F)c(F)c1
 : ?, 2.2µM*, ?, /, /, 17µM*, 21%, 8.2µM*, /, -12, /
> Cc1sc2ncn(CC(=O)NCC3COc4ccccc4O3)c(=O)c2c1S(=O)(=O)N1CCOCC1 (configuration not stated)
 : -14%, -9%, 2%, 7%, -5%, 0%, -1%, 1%, 0%, -17, 0%
> O=c1cc(-c2ccccc2)nc2cc(-c3ccco3)[nH]n12
 : -6%, ?, 22%, 31%[activator], ?, 3.4µM*, ?, 16%, -34%, 5, -8%
> O=C(CCN1CCc2ccccc2C1)Nc1ccccc1
 : 0%, 5%, -4%, 0%, 19%, -6%, 10%, 2%, 5%, 6, 3%
> COC(=O)C(Cc1ccccc1)NC(=O)CCC(=O)NC(C)CCc1ccccc1 (configuration not stated)
 : 0%, -1%, -1%, 9%, -17%, -10%, 7%, -5%, -2%, -7, 1%
> COC(=O)C1CSC(C(=O)OC)N1C(=O)CN1CCN(c2ccc(OC)cc2)CC1 (configuration not stated)
 : -3%, 14%, -2%, 0%, 1%, -3%, 1%, 3%, 0%, 8, 7%
> CCn1c(/C=N/n2cnnc2)nc2ccccc21
 : -19%, 9%, 0%, -4%[11.7 µM], 10%, 0%, ?, 0%, 0%, 9, -5%
> CCOC(=O)c1ccc(NC(=O)CCc2ccc(C)o2)cc1
 : 7%, 2%, -1%, 22%, ?, -11%, 7%, 3%, 26%, -6, 8%
> C[C@@]12C(=O)N(CC3CC3)CC(=O)N1[C@H](/C=C/c1ccccc1)[C@@H]1C(=O)N(c3ccccc3)C(=O)[C@@H]12
 : 16%, -20%, -2%, 3%, -15%, -4%, 7%, 0%, 4%, 26, -2%
> COc1ccc(C)cc1NC(=O)NNC(=O)C(C)Oc1ccc([N+](=O)[O-])cc1 (configuration not stated)
 : 15%, 5%, -1%, 7%, -12%, 1%, 5%, -3%, -2%, -13, 11%

This is a subset, so the mix of outcomes need not match the whole.
